Yfh1-depleted yeast – enhancers of respiration in Yfh1-depleted yeast, dose response, Friedreich's ataxia, plus single-dose screen (AID 1465). 0.074% of 220,000 active. S. cerevisiae Yfh1-off respiration, WST-1 reduction, 72 h; higher fold induction means a stronger effect. one-dose fold induction at 50 µM; EC50 in µM for titrated hits;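 active means fold induction of absorbance versus untreated yeast above a set limit, then at least 30% activation at any dose in follow-up; inconclusive means repeats straddling the limit, or above it without dose testing; inactive means fold induction below the set limit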;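 further: activators that raise dye reduction in frataxin-depleted yeast; strong numbers were not always called active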
Dynein cargo inh – inhibitors of GR-EGFP nuclear translocation, primary screen, dynein cargo transport inhibitor project, imaging, high-content, 3617.4 mouse cells. test concentration mostly 20 µM; stimulated with dexamethasone, 1 µM; hits give low values. z-score, hits read low. 0.47% of 220,000 active;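 active means plate z-score of nuclear minus cytoplasmic receptor signal below a set negative limit, without overly bright fluorescence or cell loss, cut at about -3.5 in these data, passing the limit was not always enough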;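 further: z-score of nuclear minus cytoplasmic ring GR-EGFP intensity difference per well; some compounds called inactive have numbers as strong as hits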
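Schedule: 48 h induction, then 1 h compound, then 30 min agonist, 37 °C. Buffer or medium: tetracycline-free induction medium containing charcoal-stripped FBS. Reagent: 1.0 µM final dexamethasone stimulus. Evaluation: nuclear versus cytoplasmic GR-EGFP signal, averaged per well. Signal: high-content fluorescence imaging after fixation.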
Autophagy HCS – autophagy modulators in MEF cells, primary screen, imaging, high-content, MEF GFP-LC3; MEF GFP-LC3 puncta imaging; test concentration mostly 10 µM; 0.98% of 190,000 active; calls only at 10 µM (by protocol);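 active means percentage of spot-positive cells more than 3 SD above its plate mean, without a fluorescence outlier flag or 80% toxicity; inconclusive means no clear call, values can overlap the other calls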;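 further: spot-positive cell cutoff set from DMSO-treated cells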
Lipid droplet – inhibitors of hepatocyte lipid droplet formation, primary screen, imaging, high-throughput imaging, BODIPY stain; AML12 mouse hepatocytes, oleate lipid droplets; 0.4% of 240,000 active; inhibition, % at 6.5 µM;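 active means lipid droplet intensity inhibited by at least 50%, with more than 500 cells counted; inconclusive means wells with under 300 cells, treated as cytotoxic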
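Assay system: AML12 mouse liver cells | Compound: 6.5 µM single-point dosing | Schedule: Overnight exposure | Technique: Fluorescence imaging, 20x objective, two fields per well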
NOD2 inhibition – NOD2 signaling inhibitors, cell-based, luminescence, uHTS, HEK293 (AID 1566). 0.63% of 290,000 active. HEK293 NOD2/NF-kB luciferase reporter, luminescence; higher % means a stronger effect. one-dose inhibition, % at 4 µM; EC50 in µM for titrated hits; in the data active means inhibition above about 50%; further: many of its hits are not listed in these tables
MT stabilizer – microtubule stabilizers in HeLa cells, primary screen, imaging, high-content imaging; HeLa tubulin immunostaining HCS, 24 h; share of cells brighter than vehicle mean+2SD; % tubulin-high responders, % at 10 µM; 0.83% of 200,000 active; AID 2205, 2009;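 active means plate Z-score above 3 for both tubulin-high and condensed-nucleus cell shares, with cell loss under 80%, at 10 µM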;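 further: anti alpha tubulin signal scored within the nucleus-defined area of each cell; some results filed as inactive read as strong as hits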
WT yeast gro inh – growth inhibition of WT strain, primary screen, mitochondrial fusion inhibitor project, WT and mutant strains, chemical genetic; AID 1362, 2008; inhibition, % at 10 µM; 2.1% of 190,000 active; mitochondrial fusion phenotypic screen; in the data active means inhibition above about 58%; tested in S. cerevisiae
Ins promoter up – insulin promoter activators in MIN6 cells, imaging, high-content screening, mouse beta cells; MIN6 insulin promoter-GFP reporter; hits give high values; z-score at 5 µM; 0.3% of 190,000 active; AID 1625, 2009;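 active means z-score above 3 at 5 µM with at least 500 cells counted in the well; inconclusive means wells under 500 cells, flagged as cytotoxic or low count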
b-catenin transl – modulators of beta-catenin nuclear translocation, primary screen, imaging, HeLa cells, immunofluorescence, high-content; nuclear translocation activity, % at 5 µM; 0.3% of 190,000 active;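 active means nuclear translocation activity above 50% at 5 µM, with a well cell count of 50 or more; inconclusive means wells under 50 cells across six images, flagged as toxic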;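 further: per-cell ratio of nuclear to cytoplasmic median beta-catenin stain intensity; plate controls were DMSO negative control for no effect and GSK-3 inhibitor IX positive control for full effect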
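Technique: fluorescence imaging of beta-catenin antibody stain plus DAPI / Material: human HeLa cell line / Incubation: compound treatment 24 h, 37°C, 5% CO2 / Read-out basis: % activation of per-cell nuclear versus cytoplasmic median beta-catenin signal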
WT yeast gro inh mutant strain – also measured in WT yeast gro inh; calls as there; inhibition, %; mitochondrial fusion phenotypic screen, mutant strain inhibition
Dynein cargo inh cytoplasmic EGFP – also measured in Dynein cargo inh; calls as there; z-score; measured here: cytoplasmic GR-EGFP intensity; hits give high values
Dynein cargo inh nuclear GR-EGFP – recorded beside Dynein cargo inh, whose call it bears; z-score; measured here: nuclear GR-EGFP intensity;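 lower value marks the stronger effect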
Dynein cargo inh cell count – further read-out of Dynein cargo inh, marked with its call; z-score; measured here: cell count per field
Ins promoter up cell count – second read-out of Ins promoter up, no call of its own (marks repeat the call); cell count; measured here: cytotoxicity, nuclei count;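 total cells summed across four imaged fields per well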
Lipid droplet cells 6.5 µM – further read-out of Lipid droplet, marked with its call; cell count; measured here: cell count, cytotoxicity flag;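 cells counted across two imaged fields per well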
b-catenin transl cell count 5 µM – also measured in b-catenin transl; calls as there; cell count; measured here: cell count, cytotoxicity flag
MT stabilizer Hoechst-high % – second read-out of MT stabilizer, no call of its own (marks repeat the call); % Hoechst-high responders; measured here: nuclear condensation Hoechst responders;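 share of cells brighter than vehicle mean plus two SD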
MT stabilizer cytotoxicity % – second read-out of MT stabilizer, no call of its own (marks repeat the call); toxicity, %; measured here: cytotoxicity by cell density;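 0% = mean cell density of plate MIN control wells and 100% = no cells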
Autophagy HCS cell loss 18 h – second read-out of Autophagy HCS, no call of its own (marks repeat the call); toxicity, %; measured here: cell loss, nuclei count;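 cell loss after 18 h compound exposure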
An asterisk follows results filed as active; i = inactive; ? = inconclusive; · = no result given.

SMILES	Yfh1-depleted yeast	Dynein cargo inh	Dynein cargo inh cytoplasmic EGFP	Dynein cargo inh nuclear GR-EGFP	Dynein cargo inh cell count	Autophagy HCS	Autophagy HCS cell loss 18 h	Lipid droplet	Lipid droplet cells 6.5 µM	NOD2 inhibition	MT stabilizer	MT stabilizer Hoechst-high %	MT stabilizer cytotoxicity %	WT yeast gro inh	WT yeast gro inh mutant strain	Ins promoter up	Ins promoter up cell count	b-catenin transl	b-catenin transl cell count 5 µM
CCCCOC(=O)/C=C\C(=O)OCCCC	i	-0.82	-0.62	-0.14	0.4	·	·	2	739	-58%	·	·	·	·	·	-0.29	838	-0.1	1204
O=C(Nc1cc(F)ccc1F)C1CCCO1 (stereo not drawn)	i	1.3	-0.45	0.42	-0.26	i	-7	1	727	17%	1.4	1.4	17	28	9	0.65	878	·	·
Cc1ccc(S(=O)(=O)NCCC(=O)Nc2ccc3c(c2)OCO3)cc1	i	0.13	-0.13	0.058	-0.24	i	-6	·	·	2%	1.8	1.4	7.5	-9	-14	-1.6	1251	-5.3	1033
CC(=O)Oc1c(Sc2ccccc2[N+](=O)[O-])c(C)nn1C(C)(C)C	i	0.13	-0.31	-0.099	0.26	i	4	13	650	12%	3.8	2.2	7.4	-2	-8	-0.02	1210	-2.1	1105
Cc1cccc(NC2=NC(C)(C)N=C(N)N2)c1	i	-0.62	-0.34	-0.055	0.68	i	-15	-74	369	2%	2.7	1.0	4.0	-7	-10	-1.3	979	0.6	944
CC(=O)c1csc(Nc2ccccc2Cl)n1	i	-0.91	-0.26	-0.69	1.1	·	·	0	700	-58%	·	·	·	·	·	·	·	-3.2	1146
Cc1cc(C)c(OCC(=O)N/N=C/c2ccco2)c(C)c1	i	0.53	0.26	0.51	-0.074	i	2	1	778	-8%	3.3	2.5	10	16	3	0.14	878	-0.2	1169
Cc1ccc(NC(=O)c2cc(=O)c3ccccc3o2)cc1	i	0.49	-0.19	0.082	0.24	i	18	·	·	-31%	2.4	1.1	5.2	-8	-7	3	1231	2.4	1447
CCc1cc2c(=O)nc3n(c2s1)Cc1ccccc1/C3=C(/O)c1ccc(F)cc1	·	-0.29	0.047	-0.35	0.62	i	10	6	793	-2%	2.6	1.0	25	22	17	·	·	·	·
N=C(N)c1ccc(Cl)cc1	i	-0.27	-0.26	0.096	0.3	i	3	26	703	13%	5.8	1.7	5.6	-23	8	0.12	1390	1.2	1064
CC(C)(C)OC(=O)NNC(=O)c1cccs1	i	2.6	-0.15	1.4	-1.6	i	2	24	763	19%	3.7	3.9	6.2	-3	-12	-0.46	1264	0.2	1130
Cc1ccc(NC(=O)c2cc(=O)c3ccccc3o2)cc1S(=O)(=O)N1CCCCC1	i	-0.51	-0.27	-0.099	0.47	i	-1	-30	639	·	2.8	2.0	9.0	17	28	·	·	-1.9	1030
S=c1[nH]nc(-c2ccc(Cl)cc2Cl)n1-c1ccc2c(c1)OCCO2	i	0.98	-0.28	0.36	-0.095	·	·	27	727	-3%	·	·	·	·	·	-0.08	1022	0.5	1342
COc1ccc(/C=N/NC(=O)CC(=O)NCCc2ccccc2)cc1OC	i	-0.079	-0.22	-0.65	-0.44	i	7	·	·	-16%	2.4	1.9	11	-19	-15	·	·	·	·
Nc1ncc(-n2cncn2)c(-c2ccccc2)n1	i	-0.29	-0.22	-0.46	1.5	i	-13	·	·	-2%	2.4	2.7	6.9	-10	-12	-0.34	1378	-3.0	1105
COc1ccc(CNC(=O)c2cc(-c3ccncc3)nc3c(C)cc(C)cc23)cc1OC	i	0.83	-0.33	1.1	-0.53	i	5	·	·	20%	2.1	2.0	4.8	3	-3	-1.2	1280	0.7	1498
Cc1nnc(C)n1/N=C/c1cc2ccccc2nc1Cl	i	0.56	-0.37	0.065	0.27	i	0	0	660	6%	2.8	2.0	4.4	6	-7	0.41	1253	-1.1	1128
COc1cccc(N2CCN(C(=O)c3ccc4nc(N5CCCCC5)sc4c3)CC2)c1	i	-0.62	0.49	-0.18	0.027	i	9	·	·	-46%	7.3	2.3	2.5	34	9	0.44	991	·	·
COc1cnc(-c2ccccn2)nc1Oc1ccc(Cl)c2ccccc12	·	·	·	·	·	i	18	·	·	24%	4.7	1.6	16	-5	8	·	·	·	·
COc1ccc(Cc2nc(-c3cccs3)no2)cc1	i	-0.76	0.57	0.058	-0.057	i	-35	8	654	-30%	2.1	1.1	9.9	0	2	0.05	1507	-4.9	1120
CCOC(=O)C(Oc1ccc2c(-c3ccc(OC)cc3)cc(=O)oc2c1C)c1ccccc1 (stereo not drawn)	i	-1.1	-0.2	-0.25	0.71	i	19	·	·	24%	2.7	1.9	13	·	·	·	·	·	·
COc1ccccc1CO/N=C/c1cccn1-c1nccc(N(C)C)c1C#N	i	1.5	-0.071	1.1	-0.25	i	5	-10	769	4%	2.0	3.7	7.4	-39	18	-0.38	994	·	·
COc1ccc(-n2c(N)c(C(=O)NCC3CCCO3)c3nc4ccccc4nc32)c(OC)c1 (stereo not drawn)	i	0.41	-0.22	0.35	-0.0098	i	-10	·	·	2%	2.9	2.3	7.5	12	9	-0.33	1115	0.8	728
Nc1sc(-c2ccccc2)cc1C(=O)N/N=C/c1ccc(Cl)cc1	i	-0.12	-0.24	-0.36	0.27	·	·	4	751	16%	·	·	·	·	·	-0.42	1096	0.7	1241
O=C(O)c1cc(N2C(=O)C3CCCCC3C2=O)ccc1NCc1cccnc1 (stereo not drawn)	i	-0.083	-0.39	-0.14	0.93	i	-8	-5	720	19%	2.9	2.3	4.8	-19	16	-0.03	1418	-1.9	1046
Cc1ccc(NC(=O)COC(=O)CCC(=O)c2cccs2)cc1S(=O)(=O)N1CCOCC1	i	0.74	-0.24	0.39	-0.53	i	-6	22	803	-4%	2.1	1.3	4.8	0	1	0.91	969	·	·
CC(C)C(C)NC(=O)COc1ncnc2sccc12 (stereo not drawn)	i	1.2	-0.21	0.13	-0.49	i	-15	-9	668	11%	2.8	1.8	10	-3	-18	-0.28	1346	0.2	1091
Cc1ccc(Nc2nnc(-c3ccccc3N)o2)cc1C	i	0.71	-0.24	0.81	0.4	·	·	6	730	-58%	·	·	·	·	·	-0.92	913	1.0	1280
N#Cc1nc(-c2ccco2)oc1N1CCN(Cc2ccccc2)CC1	i	-0.65	0.51	-0.072	0.14	i	-17	·	·	7%	4.2	1.9	12	7	5	0.21	1278	0.7	1423
COc1ccc(C(=O)Nc2cccc3cccnc23)cc1OC	i	-0.71	-0.18	-0.19	0.8	i	-5	-13	775	7%	1.2	2.4	4.7	17	9	0.02	1032	·	·
COC(=O)Cc1c(O)ccn(Cc2cccc3ccccc23)c1=O	i	1	-0.21	0.34	-1.1	i	2	·	·	15%	1.1	1.8	9.2	18	27	·	·	·	·
O=C1CCNc2ccc(-c3ccccc3)cc21	i	-0.63	-0.079	0.57	0.3	i	34	8	753	8%	2.9	4.0	4.2	0	-11	2.4	1264	-2.8	582
c1ccc(CN2CCN(c3nc(-c4ccccn4)nc4ccccc34)CC2)cc1	i	-0.088	-0.15	0.27	-0.051	i	18	·	·	-43%	6.1	2.4	3.4	48	29	?	·	-5.9	974
COc1cccc(-c2noc(-c3ccc4c(c3)OCO4)n2)c1	i	0.51	-0.22	0.36	0.59	i	6	3	712	-120%	2.1	1.9	2.8	21	6	0.27	1090	-1.1	1042
Cc1cnc(C)c(N2CCC(C(=O)NCc3cccs3)CC2)n1	i	-0.53	-0.26	-0.075	-0.27	i	2	·	·	12%	3.1	1.3	0.0	7	16	·	·	·	·
Cc1cc2ccccn2c1C(=O)c1ccc(Cl)c([N+](=O)[O-])c1	i	-0.65	-0.26	-0.034	0.7	i	16	-4	601	-11%	3.2	2.3	4.0	0	22	-1.3	1119	0.8	1117
COC(=O)c1ccccc1NC(=O)N1CCN(S(C)(=O)=O)CC1	i	1.4	-0.33	-0.11	-0.21	i	-4	4	727	8%	1.2	2.2	17	-8	-6	-1.1	1437	-2.5	1007
CCc1ccccc1OCC(=O)Nc1ccc(S(N)(=O)=O)cc1	i	-0.65	-0.29	-0.54	0.64	i	-3	2	793	6%	3.0	1.9	60	0	-12	0.2	1335	·	·
CCCCOC(=O)CCN1C(=O)/C(=C2\SC(=S)N(CCC(=O)OCCCC)C2=O)SC1=S	i	-0.78	-0.32	-0.62	0.84	i	27	21	660	1%	4.5	3.1	8.6	2	27	-0.15	1417	-1.6	1087
CCc1ccc(S(=O)(=O)Nc2ccc(N3CCN(C)CC3)cc2)cc1	i	-0.52	-0.26	-0.31	0.51	·	·	2	740	2%	·	·	·	·	·	·	·	-0.8	1163

Assay outcomes: PubChem BioAssay, several laboratories

The list is partial, so the mix of outcomes need not match the whole.
